Bioassay records (PubChem BioAssay)
RGS8-Gao reg = RGS8-Galphao binding modulators, primary screen, biochemical, multiplexed bead flow cytometry; 0.34% of 220,000 active; actives lie on both sides; AID 1423, 2008; response (percent of control binding), % at 10 µM; Guanine nucleotide-binding protein G(o) subunit alpha (Homo sapiens), P09471; in the data active means response below about 60% or above about 140%; inactive means in between;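 further: Galphao activated as the GDP aluminium fluoride complex binding bead-coupled RGS8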
RGS7-Gao = RGS7-Galphao binding modulators, primary screen, biochemical, multiplexed bead flow cytometry; Guanine nucleotide-binding protein G(o) subunit alpha (Homo sapiens), P09471; actives lie on both sides; binding response (% of control), % at 10 µM; 0.35% of 220,000 active; AID 1439, 2008; in the data active means binding response below about 49% or above about 150%; inconclusive means no clear call, values can overlap the other calls; inactive means in between;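 further: fluorescent Galphao held in activated GDP-AlF4 state binding bead-coupled RGS7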
Bim-Bcl-W = inhibitors of Bim binding to Bcl-W, primary screen, biochemical, multiplexed, bead-based flow cytometry. 0.02% of 190,000 active. Bcl-2-like protein 2 (Homo sapiens), Q92843. Bim peptide-Bcl-W binding. AID 952, 2007. inhibition, % at 10 µM;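 further: 0% = bound tracer without compound and 100% = peptide blocker; higher means less fluorescent Bim peptide bound to Bcl-W beads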
Bim-Bcl-XL = inhibitors of Bim-Bcl-XL binding, primary screen, biochemical, multiplexed, bead flow cytometry, human Bcl-XL. 0.04% of 190,000 active. Bim peptide-Bcl-XL binding, fluorescence. Bcl-2-like protein 1 (Homo sapiens), Q07817. inhibition, % at 10 µM
RGS4-Gao reg = modulators of RGS4 binding to Galphao, primary screen, biochemical, multiplexed bead flow cytometry; Guanine nucleotide-binding protein G(o) subunit alpha (Homo sapiens), P09471; actives lie on both sides; binding response (% of control), % at 10 µM; 0.33% of 220,000 active; in the data active means binding response below about 49% or above about 150%; inactive means in between;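 further: fluorescent Galphao activated with aluminum fluoride binding bead-coupled RGS4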
ABCG2 inh = ABCG2 efflux pump inhibitors, primary screen, multiplex with ABCB1, IgMXP3 cells, flow cytometry; inhibition, % at 6.6 µM; 0.1% of 190,000 active; JC-1 efflux; AID 1325, 2008; Broad substrate specificity ATP-binding cassette transporter ABCG2 (Homo sapiens), Q9UNQ0;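 active means inhibition above 80%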;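 further: 0% = DMSO and 100% = nicardipine control wells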
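Assay system – ABCG2 IgMXP3 and barcoded ABCB1 CCRF-Adr cell mix · Input – 3 million cells/mL in well · Reagent – JC-1 fluorescent substrate · Compound – single test compound dose, 6.6 µM final · Timing – 10 min exposure at 25 °C with rotation, no wash · Detection – flow cytometry of retained JC-1 fluorescence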
Bim-Bcl-B = inhibitors of Bim-Bcl-B binding, primary screen, biochemical, multiplexed, human Bcl-2 family | 0.073% of 190,000 active | inhibition, % at 10 µM | Bcl-2-like protein 10 (Homo sapiens), Q9HD36 | AID 951, 2007 | bead-based flow cytometry, Bim peptide-Bcl-B binding;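 further: 0% = tracer peptide without compound and 100% = reference inhibitor peptide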
Target sequence (Q9HD36 whole entry, looked up): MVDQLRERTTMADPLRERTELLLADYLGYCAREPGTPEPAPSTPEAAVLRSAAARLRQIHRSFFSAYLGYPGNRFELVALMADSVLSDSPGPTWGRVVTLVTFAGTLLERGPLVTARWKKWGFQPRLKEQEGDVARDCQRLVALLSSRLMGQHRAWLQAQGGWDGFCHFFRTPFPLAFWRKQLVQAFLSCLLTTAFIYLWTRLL
Mcl-1 Bim block = inhibitors of Bim peptide binding to Mcl-1, primary screen, biochemical, bead-based flow cytometry, multiplex; Induced myeloid leukemia cell differentiation protein Mcl-1 (Homo sapiens), Q07820; Bim peptide-Mcl-1 binding; inhibition, % at 10 µM; 0.1% of 190,000 active;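 further: 0% = no compound tracer wells and 100% = peptide blocker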
Target sequence (Q07820 whole entry, looked up): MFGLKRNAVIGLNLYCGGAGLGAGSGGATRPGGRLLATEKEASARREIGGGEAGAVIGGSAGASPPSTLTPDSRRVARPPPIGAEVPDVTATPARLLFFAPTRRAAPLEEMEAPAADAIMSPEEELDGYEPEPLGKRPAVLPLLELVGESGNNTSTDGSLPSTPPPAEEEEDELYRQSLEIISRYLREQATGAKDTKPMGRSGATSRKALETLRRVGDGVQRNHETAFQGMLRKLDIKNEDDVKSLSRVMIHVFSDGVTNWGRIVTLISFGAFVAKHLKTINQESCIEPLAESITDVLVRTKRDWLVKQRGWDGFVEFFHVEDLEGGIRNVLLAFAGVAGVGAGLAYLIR
Bcl-2 Bim block = inhibitors of Bim-Bcl-2 binding, primary screen, biochemical, multiplexed, human Bcl-2 family; inhibition, % at 10 µM; Apoptosis regulator Bcl-2 (Homo sapiens), P10415; 0.06% of 190,000 active; Bead-based flow cytometry, Bim peptide-Bcl-2 binding; in the data active means inhibition above about 40%; inconclusive means no clear call, values can overlap the other calls;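 further: 0% = no compound wells with probe peptide and 100% = reference peptide inhibitor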
Target sequence (P10415 whole entry, looked up): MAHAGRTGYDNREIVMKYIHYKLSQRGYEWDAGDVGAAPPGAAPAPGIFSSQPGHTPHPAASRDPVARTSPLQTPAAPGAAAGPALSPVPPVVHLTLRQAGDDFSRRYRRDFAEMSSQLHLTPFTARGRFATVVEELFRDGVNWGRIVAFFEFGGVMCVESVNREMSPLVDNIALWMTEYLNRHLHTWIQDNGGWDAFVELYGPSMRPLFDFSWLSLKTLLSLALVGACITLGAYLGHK
ABCB1 inh = ABCB1 efflux pump inhibitors, primary screen, cell-based, multiplex, flow cytometry, ABCG2 counter-screen; ATP-dependent translocase ABCB1 (Homo sapiens), P08183; CCRF-Adr cells, JC-1 efflux; inhibition, % at 6.6 µM; 0.067% of 190,000 active; in the data active means inhibition above about 40%;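 further: 0% = vehicle and 100% = reference inhibitor; higher value means more JC-1 retained so stronger ABCB1 efflux block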
Bim-Bfl-1 = inhibitors of Bim binding to Bfl-1, primary screen, biochemical, multiplexed, bead-based flow cytometry | 0.12% of 190,000 active | Bim-Bfl-1 binding inhibition | inhibition, % at 10 µM;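 further: 0% = wells without compound plus tracer and 100% = blocker peptide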
* marks the source's active call; other numbers are inactive results. Unless noted, no stated cut-off is given here; in the data, active means inhibition above about 40%.

Sample of the layout, two compounds:
CCN=C1SC(C(N)=O)CC(=O)N1CC (stereo not drawn) was read as RGS8-Gao reg 101, RGS7-Gao 101, Bim-Bcl-W 2, Bim-Bcl-XL -5, RGS4-Gao reg 103, ABCG2 inh 2, Bim-Bcl-B -3, Mcl-1 Bim block 1, Bcl-2 Bim block -3, ABCB1 inh 0.3 and Bim-Bfl-1 -6.
Screening O=C1c2oc3ccc(Cl)cc3c(=O)c2C(c2ccco2)N1CCN1CCOCC1 (stereo not drawn) returned RGS8-Gao reg 100, RGS7-Gao 98, Bim-Bcl-W -6, Bim-Bcl-XL -11, RGS4-Gao reg 101, ABCG2 inh 5, Bim-Bcl-B -6, Mcl-1 Bim block -3, Bcl-2 Bim block -7, ABCB1 inh 0.3 and Bim-Bfl-1 -5.

Main list (from the top)
CCN=C1SC(C(N)=O)CC(=O)N1CC (stereo not drawn) was read as RGS8-Gao reg 101, RGS7-Gao 101, Bim-Bcl-W 2, Bim-Bcl-XL -5, RGS4-Gao reg 103, ABCG2 inh 2, Bim-Bcl-B -3, Mcl-1 Bim block 1, Bcl-2 Bim block -3, ABCB1 inh 0.3 and Bim-Bfl-1 -6.
Screening O=C1c2oc3ccc(Cl)cc3c(=O)c2C(c2ccco2)N1CCN1CCOCC1 (stereo not drawn) returned RGS8-Gao reg 100, RGS7-Gao 98, Bim-Bcl-W -6, Bim-Bcl-XL -11, RGS4-Gao reg 101, ABCG2 inh 5, Bim-Bcl-B -6, Mcl-1 Bim block -3, Bcl-2 Bim block -7, ABCB1 inh 0.3 and Bim-Bfl-1 -5.
Screening O=C(COC(=O)CCc1nc2ccccc2c(=O)[nH]1)NC1CCS(=O)(=O)C1 (stereo not drawn) returned RGS8-Gao reg 103, RGS7-Gao inconclusive, Bim-Bcl-W -3, Bim-Bcl-XL -3, RGS4-Gao reg 102, ABCG2 inh 0, Bim-Bcl-B -3, Mcl-1 Bim block 1, Bcl-2 Bim block -1, ABCB1 inh -0.4 and Bim-Bfl-1 -8.
O=C(NC1CC1)C1CCN(C2CCN(C(=O)Cc3ccc(F)cc3)CC2)CC1 was read as RGS8-Gao reg 96, RGS7-Gao 96, Bim-Bcl-W -1, Bim-Bcl-XL -3, RGS4-Gao reg 99, ABCG2 inh 0, Bim-Bcl-B -3, Mcl-1 Bim block -2, Bcl-2 Bim block 0, ABCB1 inh 0.4 and Bim-Bfl-1 -7.
For O=C(c1ccc(Cl)c(S(=O)(=O)N2CCCC2)c1)N1CCN(c2ncccn2)CC1 the results were RGS8-Gao reg 94, RGS7-Gao 93, Bim-Bcl-W -3, Bim-Bcl-XL 0, RGS4-Gao reg 94, ABCG2 inh 2, Bim-Bcl-B -2, Mcl-1 Bim block -1, Bcl-2 Bim block -2, ABCB1 inh 0.2 and Bim-Bfl-1 -2.
Screening O=C(CSCSCC(=O)NCC1CCCO1)NCC1CCCO1 (stereo not drawn) returned RGS8-Gao reg 98, RGS7-Gao 96, Bim-Bcl-W 0, Bim-Bcl-XL -2, RGS4-Gao reg 97, ABCG2 inh 1, Bim-Bcl-B -8, Mcl-1 Bim block -2, Bcl-2 Bim block -4, ABCB1 inh 0.2 and Bim-Bfl-1 -11.
Screening CC(C)(O)C#Cc1ccc(CN2CCN(C3CCCCC3)C(CCO)C2)s1 (stereo not drawn) returned RGS8-Gao reg 104, RGS7-Gao 100, Bim-Bcl-W -4, Bim-Bcl-XL -2, RGS4-Gao reg 100, ABCG2 inh -2, Bim-Bcl-B -1, Mcl-1 Bim block -3, Bcl-2 Bim block -4, ABCB1 inh -2.3 and Bim-Bfl-1 -6.
`COc1cc(NC(=O)CSc2nc3ccccc3cc2C)c(C(=O)O)cc1OC` gave RGS8-Gao reg 99, RGS7-Gao 101, Bim-Bcl-W -2, Bim-Bcl-XL -4, RGS4-Gao reg 95, ABCG2 inh 3, Bim-Bcl-B -2, Mcl-1 Bim block -4, Bcl-2 Bim block -1, ABCB1 inh 0.3 and Bim-Bfl-1 -2.
C=CCn1c(COc2ccccc2F)nnc1SCC(=O)Nc1cc2oc3ccccc3c2cc1OC was read as RGS8-Gao reg 101, RGS7-Gao 98, Bim-Bcl-W -2, Bim-Bcl-XL -7, RGS4-Gao reg 103, ABCG2 inh 44, Bim-Bcl-B -11, Mcl-1 Bim block -3, Bcl-2 Bim block -10, ABCB1 inh 5.7 and Bim-Bfl-1 -16.
CCOC(=O)c1c(CSc2ccccc2)oc2ccc(O)cc12 was read as RGS8-Gao reg 104, RGS7-Gao 107, Bim-Bcl-W -1, Bim-Bcl-XL -5, RGS4-Gao reg 101, ABCG2 inh 13, Bim-Bcl-B -5, Mcl-1 Bim block -1, Bcl-2 Bim block -3, ABCB1 inh 0.1 and Bim-Bfl-1 -1.
`O=C(COc1ccccc1F)N/N=C1\CCCc2ccccc21` gave RGS8-Gao reg 103, RGS7-Gao 99, Bim-Bcl-W -5, Bim-Bcl-XL -5, RGS4-Gao reg 99, ABCG2 inh 1, Bim-Bcl-B -8, Mcl-1 Bim block -2, Bcl-2 Bim block -6, ABCB1 inh 0.2 and Bim-Bfl-1 -6.
CCN(CC)c1ccc(N=Cc2cc(Br)ccc2O)cc1 was read as RGS8-Gao reg 94, RGS7-Gao 96, Bim-Bcl-W 11, Bim-Bcl-XL -4, RGS4-Gao reg 101, ABCG2 inh 1, Bim-Bcl-B -20, Mcl-1 Bim block 3, Bcl-2 Bim block 2, ABCB1 inh 0.0 and Bim-Bfl-1 19.
Screening COc1cc(SC)ccc1C(=O)N1CCN(c2ccc(O)cc2)CC1 returned RGS8-Gao reg 103, RGS7-Gao 99, Bim-Bcl-W -1, Bim-Bcl-XL -4, RGS4-Gao reg 103, ABCG2 inh 3, Bim-Bcl-B -6, Mcl-1 Bim block -1, Bcl-2 Bim block -3, ABCB1 inh 0.7 and Bim-Bfl-1 -4.
Screening Cn1c(CCC(=O)OCC(=O)NCC(F)(F)F)nc(=O)c2ccccc21 returned RGS8-Gao reg 100, RGS7-Gao inconclusive, Bim-Bcl-W -1, Bim-Bcl-XL 0, RGS4-Gao reg 101, ABCG2 inh 1, Bim-Bcl-B -5, Mcl-1 Bim block -2, Bcl-2 Bim block 0, ABCB1 inh 0.6 and Bim-Bfl-1 -4.
O=S(=O)(c1ccc(Cl)cc1)N1CCSC1c1ccco1 (stereo not drawn) was read as RGS8-Gao reg 103, RGS7-Gao 99, Bim-Bcl-W 5, Bim-Bcl-XL 4, RGS4-Gao reg 95, ABCG2 inh 2, Bim-Bcl-B -6, Mcl-1 Bim block 0, Bcl-2 Bim block -2, ABCB1 inh 0.1 and Bim-Bfl-1 -14.
`O=C(CSc1nc2ccccc2c(=O)n1-c1ccc(F)cc1F)Nc1ccc(N2CCOCC2)cc1` gave RGS8-Gao reg 115, RGS7-Gao 105, Bim-Bcl-W -1, Bim-Bcl-XL 0, RGS4-Gao reg 106, ABCG2 inh 2, Bim-Bcl-B -3, Mcl-1 Bim block -1, Bcl-2 Bim block 1, ABCB1 inh 14 and Bim-Bfl-1 -1.
O=C(N/N=C/c1ccccn1)c1cc(-c2cccc3ccccc23)n[nH]1 was read as RGS8-Gao reg 80, RGS7-Gao 89, Bim-Bcl-W 23, Bim-Bcl-XL 22, RGS4-Gao reg 95, ABCG2 inh -9, Bim-Bcl-B 7, Mcl-1 Bim block 18, Bcl-2 Bim block 22, ABCB1 inh -0.9 and Bim-Bfl-1 27.
`NS(=O)(=O)c1ccc(NC(=S)NCCc2ccccc2)cc1` gave RGS8-Gao reg 92, RGS7-Gao inconclusive, Bim-Bcl-W -5, Bim-Bcl-XL -12, RGS4-Gao reg 99, ABCG2 inh 2, Bim-Bcl-B -44, Mcl-1 Bim block -8, Bcl-2 Bim block -7, ABCB1 inh 0.1 and Bim-Bfl-1 14.
Screening O=C(NCc1ccc2c(c1)OCO2)c1ccc(COc2cccc(Cl)c2)o1 returned RGS8-Gao reg 101, RGS7-Gao 101, Bim-Bcl-W 0, Bim-Bcl-XL 0, RGS4-Gao reg 100, ABCG2 inh 2, Bim-Bcl-B -3, Mcl-1 Bim block 0, Bcl-2 Bim block -7, ABCB1 inh 0.4 and Bim-Bfl-1 -3.
O=C(CSCc1ccc([N+](=O)[O-])cc1)N/N=C/c1cccnc1 was read as RGS8-Gao reg 104, RGS7-Gao 107, Bim-Bcl-W -1, Bim-Bcl-XL -2, RGS4-Gao reg 99, ABCG2 inh 2, Bim-Bcl-B -3, Mcl-1 Bim block 0, Bcl-2 Bim block -2, ABCB1 inh 0.5 and Bim-Bfl-1 -9.
`Cc1ccccc1CN(c1ccc(C(N)=O)cc1)S(C)(=O)=O` gave RGS8-Gao reg 104, RGS7-Gao 99, Bim-Bcl-W 2, Bim-Bcl-XL 5, RGS4-Gao reg 107, ABCG2 inh 1, Bim-Bcl-B -4, Mcl-1 Bim block 1, Bcl-2 Bim block -4, ABCB1 inh 0.7 and Bim-Bfl-1 -6.
For CSC(SC)=C(C(C)=O)C(=O)c1ccc(C)cc1 the results were RGS8-Gao reg 103, RGS7-Gao 100, Bim-Bcl-W 0, Bim-Bcl-XL 0, RGS4-Gao reg 103, ABCG2 inh 0, Bim-Bcl-B -4, Mcl-1 Bim block 0, Bcl-2 Bim block 0, ABCB1 inh -0.1 and Bim-Bfl-1 0.
